RGS12 GoLoco inh: qHTS Assay for Inhibitors of RGS12 GoLoco Motif Activity (Red Fluorophore); Gai1:RGS12 GoLoco peptide FP, rhodamine, 10 min; actives 0.44% (n = 230,000); Guanine nucleotide-binding protein G(i) subunit alpha-1 (Homo sapiens), P63096; Potency, µM (highest dose often 61.6 µM), for the others: at the top dose activity, negative = inhibition, usual class: inhibitors; active means well fitted inhibition curve with a large enough effect, not every such curve was filed as active; inactive means no such curve, though single readings can be large or run the other way; further: nearly all actives have a fitted effect of over 30% in size; many of its hits are not listed in these tables
Target sequence (P63096 whole entry, looked up): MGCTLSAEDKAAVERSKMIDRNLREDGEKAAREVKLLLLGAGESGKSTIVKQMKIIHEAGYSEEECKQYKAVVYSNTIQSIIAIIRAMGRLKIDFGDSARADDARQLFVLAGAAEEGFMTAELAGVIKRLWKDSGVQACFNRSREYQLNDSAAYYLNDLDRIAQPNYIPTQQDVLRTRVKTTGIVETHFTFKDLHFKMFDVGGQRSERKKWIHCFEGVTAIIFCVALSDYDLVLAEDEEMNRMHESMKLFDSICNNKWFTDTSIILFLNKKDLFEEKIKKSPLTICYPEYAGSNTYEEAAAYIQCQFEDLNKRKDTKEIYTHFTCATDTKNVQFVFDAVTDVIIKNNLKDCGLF
Tau fibril ThT: qHTS for Inhibitors of Tau Fibril Formation, Thioflavin T Binding | Microtubule-associated protein tau (Homo sapiens), P10636 | recombinant tau K18 P301L (four-repeat tau fragment), heparin-induced fibrillization, ThT fluorescence | Potency, µM (top dose mostly 57.4 µM), without a hit: at the highest dose activity, negative = inhibition, actives largely listed as inhibitors | actives 2.1% (n = 270,000) | AID 1460, 2008; further: nearly all actives have a fitted effect of over 55% in size
Target sequence (P10636 561-689 P618L limits assumed): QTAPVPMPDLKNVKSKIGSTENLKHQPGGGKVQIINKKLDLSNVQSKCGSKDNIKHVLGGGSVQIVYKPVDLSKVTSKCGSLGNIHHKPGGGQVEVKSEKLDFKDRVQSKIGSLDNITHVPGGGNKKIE
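Heparin-induced fibrillization of the P301L-mutant K18 repeat-domain fragment of human tau was followed by ThT binding in quantitative high-throughput format.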
RECQ1 inh: qHTS Assay for Inhibitors of RecQ-Like Dna Helicase 1 (RECQ1); AID 2549, 2010; Potency, µM (series often up to 57.3 µM), without a hit: at the top dose activity, negative = inhibition, hits mostly inhibitors; actives 0.54% (n = 240,000); RECQ1 DNA unwinding, red fluorescence kinetic read;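 further: plate controls were vehicle for no effect and no enzyme for full effect; nearly all actives have a fitted effect of over 30% in size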
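RECQ1T1 50 nM; forked duplex (20 bp + 30-nt ss tails) 200 nM, ATP 2 mM final; pH 8.0, 2 mM MgCl2, 2.5 ug/ml poly(dI-dC); 15 min compound preincubation; discontinuous kinetic read over 2 h at RT.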
Tau FP inhib: qHTS for Inhibitors of Tau Fibril Formation, Fluorescence Polarization; AID 1468, 2008; Microtubule-associated protein tau (Homo sapiens), P10636; actives 0.39% (n = 280,000); K18 P301L tau heparin fibrillization, Alexa594 FP, 6 h; Potency, µM (highest dose often 57.7 µM), without a hit: top-dose activity, negative = inhibition, hits mostly inhibitors; further: nearly all actives have a fitted effect of over 55% in size
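Recombinant K18 P301L […], labeled with Alexa 594 at 0.24 uM over 15 uM unlabeled; heparin inducer 20 uM final; 37 C, 6 hr; FP endpoint.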
TR SRC2 fluor cs: Total Fluorescence Counterscreen for Inhibitors of the Interaction of Thyroid Hormone Receptor and Steroid Receptor Coregulator 2; TRb/SRC2 Texas Red total fluorescence interference; Potency, µM (highest dose often 106 µM), inactives show at the top dose fluorescence change, negative = quenching; actives 0.29% (n = 280,000); AID 1479, 2009; active means well fitted curve in either direction with a large enough effect; inconclusive means small, poorly fitted or top-dose-only effect
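Human TRb ligand-binding domain at 0.6 uM with 20 nM Texas Red SRC2 peptide in Tris buffer containing 1 uM T3 and 5% DMSO, incubated with compound 5 h at ambient temperature. Total fluorescence (555/632 nm) calculated as parallel + 2 × perpendicular.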
L3MBTL1 block: qHTS Assay for the Inhibitors of L3MBTL1. Lethal(3)malignant brain tumor-like protein 1 (Homo sapiens), Q9Y468. AlphaScreen L3MBTL1–H3K9me1 peptide binding. Potency, µM (doses to about 57.1 µM), inactives show top-dose activity, negative = inhibition, most hits filed as inhibitors. actives 0.66% (n = 230,000). AID 485360, 2010; further: nearly all actives have a fitted effect of over 60% in size
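L3MBTL1 (50 nM) pre-complexed 30 min with biotinylated H3(1-15)K9me1 peptide (75 nM), then compounds added for 30 min at room temperature; AlphaScreen streptavidin donor/nickel chelate acceptor beads (10 ug/mL final) read after 30 min dark incubation.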
JMJD2E inh: qHTS Assay for Inhibitors of Human Jumonji Domain Containing 2E (JMJD2E); actives 1.6% (n = 230,000); Lysine-specific demethylase 4E (Homo sapiens), B2RXH2; JMJD2E catalytic domain, FDH-coupled NADH fluorescence (FDH is formaldehyde dehydrogenase); Potency, µM (doses to about 57.1 µM), for inactives: at the top dose activity change, negative = inhibition, actives largely listed as inhibitors; active means well fitted inhibition curve with a large enough effect, not every such curve was filed as active; inconclusive means small, poorly fitted or top-dose-only effect, or another doubt; inactive means no such curve, though single readings can be large or run the other way;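 further: 0% = wells with enzyme and -100% = buffer wells without enzyme; nearly all actives have a fitted effect of over 50% in size; many of its hits are not listed in these tables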
TRb-SRC2 inh: qHTS for Inhibitors of the Interaction of Thyroid Hormone Receptor and Steroid Receptor Coregulator 2 | Thyroid hormone receptor beta (Homo sapiens), P10828 | TRbeta-SRC2 peptide binding, fluorescence polarization; receptor liganded with 1 µM T3 | Potency, µM (top dose mostly 106 µM), without a hit: at the highest dose activity change, negative = inhibition, usual class: inhibitors | actives 0.065% (n = 280,000) | AID 1469, 2008;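 further: plate controls were bound peptide for no effect and peptide without receptor for full effect; nearly all actives have a fitted effect of over 50% in size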
Target sequence (P10828 whole entry, looked up): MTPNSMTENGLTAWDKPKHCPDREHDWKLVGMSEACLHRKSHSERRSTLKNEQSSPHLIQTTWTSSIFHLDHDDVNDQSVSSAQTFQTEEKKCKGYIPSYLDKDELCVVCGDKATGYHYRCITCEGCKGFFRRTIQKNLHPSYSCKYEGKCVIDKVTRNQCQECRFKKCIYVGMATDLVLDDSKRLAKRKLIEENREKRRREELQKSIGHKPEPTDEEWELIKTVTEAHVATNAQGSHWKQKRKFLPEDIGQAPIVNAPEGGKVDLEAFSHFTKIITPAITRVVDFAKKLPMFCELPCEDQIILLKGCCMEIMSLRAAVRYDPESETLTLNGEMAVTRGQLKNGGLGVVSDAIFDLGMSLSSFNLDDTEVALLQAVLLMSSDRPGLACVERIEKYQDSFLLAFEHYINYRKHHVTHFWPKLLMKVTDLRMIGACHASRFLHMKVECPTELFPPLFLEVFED
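Read-out is fluorescence polarization (555 nm excitation, 632 nm emission) of a Texas Red SRC2 coactivator peptide; loss of signal reflects blocked binding to human TRb ligand-binding domain in the presence of 1 uM T3.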
Starred values were filed as active, the others as inactive; i = inactive; ? = inconclusive; · = no result given; & = joins results of further samples. Unless noted, the call rests on the fitted dose curve; in most records, active means well fitted curve in the direction sought with a large enough effect; inconclusive means small, poorly fitted or top-dose-only effect, or another doubt; inactive means no such curve, though single readings can be large; an effect the other way counts as inactive or inconclusive. Unless noted, on the % scale 0 is the no-effect control and ±100 the full control effect; potency means the concentration at half of the fitted maximal effect. The list is partial (hit frequency here may not be typical).

SMILES	RGS12 GoLoco inh	Tau fibril ThT	RECQ1 inh	Tau FP inhib	TR SRC2 fluor cs	L3MBTL1 block	JMJD2E inh	TRb-SRC2 inh
CCOC(=O)c1c(O)c2cccc3c2n(c1=O)CC3	-2%	-10%	-12%	-3%	-3%	11%	?	0%
C=C1C(C2(C)C=CC(=O)C(C)(C)C2CC(=O)OC)CC[C@@]2(C)C(c3ccoc3)OC(=O)C3OC132 (stereo not given in full)	6%	-12%	-5%	-14%	-2%	·	-9%	0%
O=P(OC1CCCCC1)(OC1CCCCC1)C(O)c1cccnc1 (stereo not given)	3%	-3%	-11%	2%	-4%	8%	5%	0%
O=C(c1scc2c1CCCC2)N1CCCCC1	3%	-12%	i	1%	-2%	·	3%	-13%
CCOC(=O)C1CCCN(CCC(=O)Nc2ccccc2)C1 (stereo not given)	2%	-17%	-10%	-2%	2%	·	8%	4%
O=C(/C=C/c1ccc2c(c1)OCO2)c1ccc[nH]1	-6%	?	0%	9%	-8%	-5%	-30%	2%
CCCCn1c(=N)n(CC(=O)c2ccc(OC)cc2)c2ccccc21	3%	-17%	-2%	3%	-3%	4%	-6%	4%
CCN1CCCC(OC(=O)c2cc(-c3ccc(C)cc3)nc3ccccc23)C1 (stereo not given)	-3%	-10%	i	-6%	-1%	-12%	?	1%
COC(=O)CC1=C(C(=O)OC)C(c2ccc3c(c2Cl)OCO3)C(C#N)=C(N)O1 (stereo not given)	0%	?	-14%	?	3%	-5%	-22%	-17%
O=C(Cn1c(NCCO)nc2ccccc21)c1ccccc1	0%	4%	2%	0%	-3%	-2%	0%	0%
CCN1CCN(C(=O)Nc2ccc(OC)cc2OC)CC1	-2%	-6%	7%	-3%	-2%	-8%	0%	1%
COCCNC(=O)C(C#N)c1nc2ccccc2nc1N1CCCCCC1 (stereo not given)	·	-6%	-1%	-11%	-5%	-4%	?	4%
Cc1cc(/C=C2\C(=N)N3N=CSC3=NC2=O)c(C)n1Cc1ccccc1	16%	?	-9%	?	-5%	-24%	?	12%
CSc1ccccc1NC(=O)c1ccncc1	-11%	-1%	i	-4%	1%	·	-4%	-16%
c1cn(CCCNc2ncnc3nc[nH]c23)cn1	10%	4%	-10%	-1%	2%	7%	-2%	-1%

The closing five entries of the part above are carried over, then new ones follow:
SMILES	RGS12 GoLoco inh	Tau fibril ThT	RECQ1 inh	Tau FP inhib	TR SRC2 fluor cs	L3MBTL1 block	JMJD2E inh	TRb-SRC2 inh
CCN1CCN(C(=O)Nc2ccc(OC)cc2OC)CC1	-2%	-6%	7%	-3%	-2%	-8%	0%	1%
COCCNC(=O)C(C#N)c1nc2ccccc2nc1N1CCCCCC1 (stereo not given)	·	-6%	-1%	-11%	-5%	-4%	?	4%
Cc1cc(/C=C2\C(=N)N3N=CSC3=NC2=O)c(C)n1Cc1ccccc1	16%	?	-9%	?	-5%	-24%	?	12%
CSc1ccccc1NC(=O)c1ccncc1	-11%	-1%	i	-4%	1%	·	-4%	-16%
c1cn(CCCNc2ncnc3nc[nH]c23)cn1	10%	4%	-10%	-1%	2%	7%	-2%	-1%
Cc1cc(C)c(C)c(OCC(=O)O/N=C(\N)c2cccnc2)c1	-4%	-5%	-7%	-8%	-3%	-10%	-15%	5%
O=C(NNc1nc2c(F)cc(F)cc2s1)C1COc2ccccc2O1 (stereo not given)	9%	-8%	7%	0%	-4%	0%	-10%	8%
COC(=O)C(=NNc1c(C)n(C)n(-c2ccccc2)c1=O)C(=O)OC	2%	-6%	-14%	11%	2%	13%	-7%	1%
Cc1ccc(NC(=O)c2cnc(SCC(=O)Nc3cc(C)on3)n(C)c2=O)cc1	·	1%	·	-3%	0%	·	·	-5%
O=C(Cc1ccccc1)NCC1CCCO1 (stereo not given)	7%	-14%	-13%	-7%	-1%	·	-9%	4%
O=C(NCC1CCCO1)c1cccc(Br)c1 (stereo not given)	-7%	-4%	i	3%	0%	·	5%	6%
Cc1cc(NC(=O)Cn2cnc3c(nnn3-c3ccc(C)c(Cl)c3)c2=O)no1	9%	-8%	3%	-3%	0%	-1%	8%	-1%
COC(=O)c1ccc(S(=O)(=O)N2CCN(CCO)CC2)n1C	7%	·	-5%	-2%	-4%	·	-11%	-2%
O=C(O)COc1c(-c2ccccc2)oc2ccccc2c1=O	-3%	-3%	i	10%	-1%	·	?	-8%
COc1cccc([C@@H]2Oc3ccc(OC)cc3C(=O)[C@H]2O)c1	4%&4%	-1%	-4%	8%	-1%	12%	?	9%
O=c1c(Cc2ccccc2)c(O)ccn1CCc1cnc[nH]1	10%	7%	i	2%	-2%	3%	-6%	-2%
COc1ccc(/C=C/C(=O)OCC(=O)c2c(N)n(C)c(=O)n(C)c2=O)c(OC)c1	4%	6%	30%	-8%	-2%	0%	-8%	1%
Cc1cc(Cl)c(OCCOCCN2CCCCC2)c(Br)c1	5%	-5%	i	0%	-3%	-7%	7%	-5%
Nn1c(SCC(=O)N2CCCCC2)nnc1-c1ccncc1	-1%	1%	2%	0%	-2%	6%	1%	-3%
CCc1ccc(C=NC23CN4CN(CN(C4)C2)C3)s1	9%	-9%	-8%	-2%	-3%	3%	9%	3%
CC(C)S(=O)(=O)N1CCN(c2ccnc3cc(Cl)ccc23)CC1	12%	-18%	-15%	-7%	-2%	2%	0%	-1%
CC(=O)NC1C(Oc2ccc3c(C)cc(=O)oc3c2)OC(COC(C)=O)C(OC(C)=O)C1OC(C)=O (stereo not given)	7%	3%	-13%	2%	-3%	-15%	?	-2%
c1ccc(-n2nnnc2-c2cnc(-c3ccncc3)nc2-c2cccs2)cc1	7%	-6%	i	7%	-5%	-6%	6%	-3%
Cc1cccc(NC(=O)Cn2c(=O)oc3cc(S(=O)(=O)NC4CCCC4)ccc32)c1	·	-3%	·	-7%	3%	·	·	0%
O=S(=O)(CCNCc1cccs1)c1ccc(Cl)cc1	17%	?	-8%	?	-1%	-3%	-15%	-7%
CC(C)(C)C(=O)OC/C(N)=N/OC(=O)c1ccc(Cl)cc1	2%	0%	-6%	3%	-5%	13%	6%	2%
Cc1ccc(-c2cnc(-c3ccncc3)o2)cc1	0%	-19%	-15%	-11%	3%	·	?	5%
Cc1ccc(-n2[nH]c(C)c(/C=N/NC(=O)c3ccc([N+](=O)[O-])cc3)c2=O)c(C)c1	0%	?	i	6%	0%	29%	?	6%
O=C(CNC(=S)N(CCCN1CCOCC1)Cc1cccs1)NC1CC1	6%	-2%	-6%	6%	2%	9%	-3%	-9%
Cc1cc2nnc(SCC(=O)N3CCCCC3)n2c(N)n1	12%	0%	-5%	3%	-3%	3%	-14%	10%
CCOC(=O)N1CCN(C(=O)c2ccc(OCC)cc2)CC1	10%	-6%	i	8%	-1%	12%	3%	-2%
CCOC(=O)CC(=O)CSc1nc2ccccc2c(=O)n1CCc1ccccc1	·	-3%	·	-4%	-12%	·	·	4%
COc1ccc(C(=O)COC(=O)CCN2C(=O)C3C4CCC(C4)C3C2=O)cc1 (stereo not given)	10%	-2%	-11%	0%	0%	·	-1%	3%
COc1ccc(-c2cnc3n2CCCCC3)cc1	0%	-10%	17%	-2%	-4%	-20%	2%	-9%
CCNc1nc(Oc2ccc(OCC(=O)OC)nn2)nc(N2CCOCC2)n1	·	-4%	·	?	-15%	·	·	1%
COc1ccc(Nc2nc(NCc3ccco3)nc(N/N=C/c3ccccc3F)n2)cc1	5%	-17%	-16%	18%	-9%	-11%	-28%	6%
CCCC(CCC)C(=O)Nc1cc(-c2cn3cccnc3n2)ccc1OC	·	-7%	·	-3%	-10%	·	·	-2%
Cc1cc(C)cc(NS(=O)(=O)c2ccc3[nH]cc(C(=O)NCCc4ccccc4)c(=O)c3c2)c1	·	2%	·	?	0%	·	·	5%
CC(C)C(=O)Nc1ccc2c(c1)C(=O)NC2=O	-1%	-13%	-1%	7%	-1%	·	?	-4%
CC1CCc2cc(F)ccc2N1C(=O)C1(C)CC1(Cl)Cl (stereo not given)	5%	-18%	i	-1%	4%	·	7%	5%
O=c1cc(CN2CCN(c3ccccc3F)CC2)c2cc3c(cc2o1)CCCC3	5%	-10%	0%	4%	1%	·	0%	7%
CSc1nc(Oc2ccc3ccccc3c2)c2ccccc2n1	-3%	?	-7%	?	-11%	9%	?	-2%
Cc1ccc(NCc2nnc(SCC(=O)Nc3cc(C)on3)n2C)cc1	4%	-8%	1%	3%	0%	2%	0%	10%
O=C(Nc1ccc(Br)cc1F)c1ccc2nc(CCc3ccccc3)oc2c1	·	?	·	-6%	-20%	·	·	5%
COc1ccc(CNc2nc3c(c(=O)n(Cc4ccc(F)cc4)c(=O)n3C)n2C)cc1	7%	7%	3%	11%	-5%	·	0%	-2%
COC(=O)c1ccccc1NC(=O)N1CCN(S(=O)(=O)c2ccc(Cl)cc2)CC1	-2%	-16%	3%	-2%	-2%	-6%	?	-9%
O=C(Nc1cc(C(F)(F)F)ccc1Cl)c1ccc(NC(=O)C(F)(F)F)cc1	4%	2%	-5%	-12%	0%	8%	4%	5%
COc1ccc(C(=O)Nc2cc(C(=O)c3ccccc3)c(C)oc2=O)cc1	-8%	?	i	?	2%	0%	-7%	1%
O=C(NCC(=O)N1CC(O)CC1C(=O)N1CC(O)CC1C(=O)OCc1ccccc1)OCc1ccccc1 (stereo not given)	-7%	-2%	-18%	-6%	0%	9%	-2%	-8%
